Screens as filed in PubChem.
ALDH1A1 inh: ALDH1A1 (human) enzyme inhibition; 7.3% of 220,000 active; AID 1030; Potency, µM (doses to about 75.3 µM), for inactives: at the highest dose activity, negative = inhibition, most hits filed as inhibitors; P00352; Purified ALDH1A1, NADH fluorescence, propionaldehyde substrate; active = well fitted inhibition curve with a large enough effect, not every such curve was filed as active; inconclusive = small, poorly fitted or top-dose-only effect, or another doubt; inactive = no such curve, though single readings can be large or run the other way;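 also: plate controls were no enzyme wells and a reference inhibitor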
GAA glycogen mod: GAA glycogen-cleavage inhibition or activation. Potency, µM (doses to about 76.4 µM), for inactives: top-dose activity change, negative = inhibition, most hits filed as inhibitors. recombinant GAA, glycogen substrate, Amplex Red glucose oxidase fluorescence. P10253. AID 2100. 0.38% of 300,000 active;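 also: 0% = full enzyme reaction and -100% = no-enzyme basal signal; the screen sought inhibitors and activators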
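Recombinant enzyme (4 nM final) with compounds titrated up to 77 uM and bovine liver glycogen (30 ug) in citrate pH 5.0, 0.01% Tween-20, 37 C 40 min. Released glucose detected by Amplex Red/glucose oxidase (Ex 573/Em 610); AC50 from Hill fits.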
GAA inh: blocks human lysosomal alpha-glucosidase. Potency, µM (top dose mostly 76.9 µM), for inactives: at the top dose activity change, negative = inhibition, actives largely listed as inhibitors. purified human GAA, 4-MU-alpha-glucoside fluorescence. P10253. 0.005% of 200,000 active;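 also: plate controls were uninhibited enzyme wells for no effect and no-enzyme background for full effect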
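Activity normalized between no-enzyme (basal) and enzyme-only wells. Conditions: 4 nM human enzyme, 400 uM fluorogenic substrate, citrate/phosphate pH 5.0 with Tween-20, 20 min room temperature, compounds up to 77 uM.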
KDM4E inh: inhibitors of human JMJD2E histone demethylase; B2RXH2; JMJD2E catalytic domain, FDH-coupled NADH fluorescence (FDH is formaldehyde dehydrogenase); Potency, µM (top dose mostly 57.1 µM), without a hit: at the top dose activity change, negative = inhibition, actives largely listed as inhibitors; 1.6% of 230,000 active; AID 2147; active = well fitted inhibition curve with a large enough effect, not every such curve was filed as active; inconclusive = small, poorly fitted or top-dose-only effect, or another doubt; inactive = no such curve, though single readings can be large or run the other way;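 also: 0% = wells with enzyme and -100% = buffer wells without enzyme; nearly all actives have a fitted effect of over 50% in size; many of its hits are not listed in these tables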
Target sequence (B2RXH2 1-337 limits assumed): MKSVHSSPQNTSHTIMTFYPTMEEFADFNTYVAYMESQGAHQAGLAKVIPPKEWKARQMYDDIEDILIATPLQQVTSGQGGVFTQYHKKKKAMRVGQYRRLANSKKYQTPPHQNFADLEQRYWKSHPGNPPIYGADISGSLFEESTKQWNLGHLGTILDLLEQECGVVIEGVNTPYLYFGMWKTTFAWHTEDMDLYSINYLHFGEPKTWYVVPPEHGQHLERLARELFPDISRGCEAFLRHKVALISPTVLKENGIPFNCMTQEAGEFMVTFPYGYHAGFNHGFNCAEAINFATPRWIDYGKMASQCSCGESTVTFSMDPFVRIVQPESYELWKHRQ
SMN2 splice enh: increases expression of the SMN2 splice variant; HEK293 SMN2-luciferase splicing reporter, luminescence, 30-36 h; Potency, µM (doses to about 46.1 µM), for inactives: at the top dose activity change, positive = activation, actives largely listed as activators; 2.8% of 210,000 active; AID 1458; also: % of control where 0% means no effect; nearly all actives have a fitted effect of over 55% in size
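qHTS luciferase splicing reporter: luminescence rises when SMN2 exon 7 is included in transfected HEK293 cells. Compound exposure lasted 30-36 h at 37C, with 4.5 mM final sodium butyrate as control, followed by a ONE-Glo read.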
aGlu spleen mod: inhibits or activates alpha-glucosidase in human spleen homogenate; P10253; human spleen homogenate, 4-MU-alpha-glucoside fluorescence; Potency, µM (highest dose often 79.9 µM), without a hit: top-dose activity change, negative = inhibition, actives largely listed as inhibitors; 0.006% of 240,000 active;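 also: 0% = enzyme with vehicle and -100% = no enzyme basal signal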
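Enzyme source: human spleen homogenate, 1 ug/well. Buffer 50 mM citric acid/K phosphate pH 5.0, 0.01% Tween-20. 4-MU-alpha-glucoside 1 mM; 37 C x 40 min; NaOH/glycine stop; fluorescence.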
aGal spleen mod: alpha-galactosidase A (human) modulation. P06280. human spleen homogenate, 4MU-alpha-Gal fluorescence, 40 min. Potency, µM (series often up to 80 µM), inactives show at the highest dose activity change, negative = inhibition, actives largely listed as inhibitors. 0.008% of 240,000 active. AID 2107;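 also: 0% = enzyme with vehicle and -100% = no enzyme basal signal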
Target sequence (P06280 32-429 limits assumed): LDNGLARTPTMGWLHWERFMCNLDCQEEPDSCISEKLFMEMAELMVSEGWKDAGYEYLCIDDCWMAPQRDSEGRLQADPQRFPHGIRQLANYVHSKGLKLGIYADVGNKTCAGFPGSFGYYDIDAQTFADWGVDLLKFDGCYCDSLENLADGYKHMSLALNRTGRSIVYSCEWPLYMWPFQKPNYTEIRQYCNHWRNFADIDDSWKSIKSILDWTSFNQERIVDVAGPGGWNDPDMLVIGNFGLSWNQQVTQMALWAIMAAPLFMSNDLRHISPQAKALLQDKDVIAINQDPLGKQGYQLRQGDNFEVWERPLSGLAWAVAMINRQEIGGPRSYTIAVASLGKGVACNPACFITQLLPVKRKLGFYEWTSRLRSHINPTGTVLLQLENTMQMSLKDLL
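Human spleen homogenate (1 ug) was the enzyme source, with 4-methylumbelliferyl-alpha-D-galactopyranoside (1 mM final) in pH 5.0 citrate buffer with 0.01% Tween-20. Compounds were titrated; after 40 min at 37C, NaOH/glycine stop, 4-MU fluorescence read; AC50 from Hill fits.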
GoLoco inh red: RGS12 GoLoco-Gai1 interaction inhibition; Potency, µM (series often up to 61.6 µM), for inactives: at the highest dose activity, negative = inhibition, usual class: inhibitors; Gai1:RGS12 GoLoco peptide FP, rhodamine, 10 min; 0.44% of 230,000 active; active = well fitted inhibition curve with a large enough effect, not every such curve was filed as active; inactive = no such curve, though single readings can be large or run the other way; also: % is scaled to controls: 0 for no effect and ±100 for the full control effect; nearly all actives have a fitted effect of over 30% in size; many of its hits are not listed in these tables
Target sequence (P63096 whole entry, looked up): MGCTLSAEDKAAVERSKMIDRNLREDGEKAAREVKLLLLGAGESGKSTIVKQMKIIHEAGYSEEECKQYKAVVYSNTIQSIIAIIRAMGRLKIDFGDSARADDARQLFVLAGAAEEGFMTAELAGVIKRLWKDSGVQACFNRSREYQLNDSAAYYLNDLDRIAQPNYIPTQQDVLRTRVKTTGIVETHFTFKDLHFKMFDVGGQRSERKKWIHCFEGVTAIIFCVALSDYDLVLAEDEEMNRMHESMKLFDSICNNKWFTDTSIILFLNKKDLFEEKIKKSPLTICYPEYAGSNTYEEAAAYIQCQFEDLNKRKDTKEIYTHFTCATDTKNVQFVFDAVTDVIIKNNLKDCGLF
* marks the source's active call; other numbers are inactive results; u = inconclusive; x = not tested or not shown; [ ] = dose if it differs, or a comment. Unless noted, calls follow the shape of the dose curve; as a rule, active = well fitted curve in the direction sought with a large enough effect; inconclusive = small, poorly fitted or top-dose-only effect, or another doubt; inactive = no such curve, though single readings can be large; an effect the other way counts as inactive or inconclusive. Potency is read from the fitted curve at half-maximal effect. A portion of the library; rates above refer to the full screens.

SMILES	ALDH1A1 inh	GAA glycogen mod	GAA inh	KDM4E inh	SMN2 splice enh	aGlu spleen mod	aGal spleen mod	GoLoco inh red
CO/N=C/NC(=O)Cc1cn(-c2ncc(C(F)(F)F)cc2Cl)c2ccccc12	2%	0%	-1%	-7%	-37%[inhibitor]	-1%	2%	1%
O=[N+]([O-])c1ccc(N2CCOCC2)cc1NC(c1ccccc1)c1ccccc1	-6%	-3%	-10%	-19%	-9%	4%	8%	2%
Cc1cc(C(F)F)n2nc(C(=O)Nc3cccnc3Cl)nc2n1	u	-1%	-1%	-2%	-3%	-2%	10%	13%
Cc1ccc(-n2cc(CN3CCC(O)(c4ccccn4)CC3)c(-c3ccc(F)cc3)n2)cc1	-7%	-12%	u	u	x	-10%	-14%	14%
Cc1ccc(C(=O)c2coc3cc([N+](=O)[O-])c(O)c([N+](=O)[O-])c23)cc1	u	u	-3%	-2%	-7%	-5%	-4%	-21%
CC(C)Cc1cc(C(=O)NCc2cccs2)no1	0%	1%	-6%	4%	13µM*	1%	4%	5%
O=[N+]([O-])c1ccc(N2CCCC2)nc1N1CCCC1	1.4µM*	6%	-5%	-7%	x	-1%	-2%	4%
CCc1nnc(NC(=O)C2CCCN2S(=O)(=O)c2ccc(F)cc2)s1 (configuration not stated)	0%	-9%	-25%	3%	u	-2%	-5%	1%
COC(=O)C1=C(C)N=C2SC(C)C(=O)N2C1c1cccc(F)c1 (configuration not stated)	-12%	2%	-9%	1%	-6%	3%	4%	4%
O=C1CCCc2oc3c(c21)CCCC3	u	5%	3%	4%	-9%	0%	2%	10%
O=C(CN(C1CCCCC1)S(=O)(=O)c1ccc(Cl)cc1)NCc1ccncc1	-9%	3%	-2%	-1%	-2%	-2%	8%	-6%
CCOc1ccc(NC(=O)Cn2nnc(C(=O)NCCc3ccc(OC)c(OC)c3)c2N)cc1	u	7%	1%	-9%	-9%	0%	1%	3%
O=C(Nn1c(-c2ccccc2)nc2ccccc2c1=O)c1ccco1	-39%	-7%	-2%	3%	9%	-6%	-4%	-2%
C[N+](C)(C)CCN1C(=O)CSC1=O	x	6%	x	0%	x	2%	8%	-4%
CCCNC(=O)CSc1nc(COc2ccccc2)nc2ccccc12	-3%	-11%	15%	6%	x	-7%	1%	1%
Cc1cc([N+](=O)[O-])nn1CC(=O)N/N=C/c1ccc(O)cc1O	x	-10%	x	13µM*	x	2%	3%	7%
CCOC(=O)c1ccc(CC(=O)c2oc3cc(O)ccc3c2C)o1	u	-16%	-11%	u	-8%	3%	2%	17%
CCN(CC)CCCNc1oc(/C=C/c2ccccc2)nc1C#N	x	u	x	u	x	0%	u	-4%
CC(=O)N1CC2(C)CN(C(C)=O)CC(C)(C1)C2O (configuration not stated)	-11%	-3%	-4%	6%	u	-7%	0%	-5%
Oc1c(C(c2cccs2)N2CCN(c3cccc(Cl)c3)CC2)sc2ncnn12 (configuration not stated)	-3%	-1%	-1%	0%	-1%	0%	3%	9%
Clc1nc(Cl)nc(NCCC2=CCCCC2)n1	-1%	6%	-5%	-8%	-2%	x	0%	0%
CC1=NN(C(=O)c2csc(C)c2)C(O)(C(F)(F)F)C1 (configuration not stated)	13%	9%	-3%	-14%	2%	-5%	-9%	-1%
Cc1ccccc1C(=O)O/N=C(\N)c1ccncc1	-5%	-3%	-5%	2%	x	1%	5%	3%
CC(CC(=O)Nc1cc(C(F)(F)F)ccc1Cl)c1ccccc1 (configuration not stated)	-10%	-6%	-5%	-1%	-26%	-2%	-15%	8%
Cc1ccc(C)n1-c1cccc(C(=O)O)c1	u	9%	u	u	19%	-5%	-5%	-38%
Cn1cc(CN2CCN(c3cnccn3)CC2)c(-c2cccc(Cl)c2)n1	-11%	3%	x	u	x	-9%	-3%	1%
Cn1c(=O)n(CCc2ccccc2)c(=O)c2c1nc1n2CCCN1c1ccccc1	8.9µM*	-1%	4%	8%	-29%	-4%	7%	2%
O=C(NC(Cc1ccccc1)C(=O)N1CCCC1C(=O)O)c1ccccc1 (configuration not stated)	12%	6%	-3%	-1%	1%	-6%	-2%	1%
C=CCc1cc(Cl)ccc1OCCCNC(C)CC (configuration not stated)	-13%	6%	-5%	u	-21%	0%	0%	-1%
CC(C)C(C(=O)NCC1CCCO1)N(Cc1ccco1)C(=O)CNS(=O)(=O)c1ccccc1 (configuration not stated)	u	5%	7%	5%	-8%	-16%	-1%	-2%
O=C(/C=C/c1ccc(N2CCC(c3ccccc3)=N2)cc1)c1ccccc1	u	3%	-6%	-5%	-10%	3%	6%	-1%
CC(C)N(C(=O)COC(=O)[C@H](C)NC(N)=O)c1ccccc1	0%	-6%	3%	-6%	3%	4%	0%	-4%
Cc1ccnc(N/C=C(\C#N)c2nc(-c3cccc(Br)c3)cs2)c1	-15%	0%	-3%	-19%	7%	-10%	5%	23%
CC1CN(C(=O)c2cccs2)CCN1C(=O)c1cccs1 (configuration not stated)	-13%	-7%	1%	5%	1%	-1%	-3%	7%
CC(=O)Nc1cccc(C(=O)OCC(=O)NCc2ccc(F)cc2)c1	0%	6%	2%	10%	-12%	-2%	-3%	10%
CCCCOc1ccc(C(=O)NCC(=O)OCC(=O)N2CCN(S(=O)(=O)c3ccc(C)cc3C)CC2)cc1	-4%	-1%	-9%	-3%	9%	-6%	-3%	9%
COc1cccc(-n2nc(C(=O)O)c3ccccc3c2=O)c1	-3%	-3%	-11%	-9%	-17%	0%	5%	0%
Cn1nccc1NS(=O)(=O)c1ccc(F)cc1	x	9%	x	0%	x	6%	6%	-17%
COc1ccc(/C=C/C(=O)c2ccc(O)cc2)cc1CN1CCOCC1	-4%	9%	-13%	u	-13%[1.84 µM]	-9%	-7%	0%
COc1cccc(-c2nc(-c3ccc4c(c3)NC(=O)CO4)cs2)c1	20µM*	-7%	0%	-21%	u	-1%	-4%	20%
CS(=O)(=O)N(CC(=O)NCc1ccco1)c1ccc(OCc2ccccc2)cc1	19µM*	-7%	4%	-19%	5%	-1%	-9%	3%
COc1ccccc1CNC(=O)CS(=O)Cc1nc(-c2ccccc2C)oc1C (configuration not stated)	u	-5%	-6%	2%	9%	-5%	-9%	14%
Cc1ccc2nc(C)c(C(=O)N/N=C/c3ccc(N4CCOCC4)cc3)cc2c1	u	11%	7%	u	6%	-10%	-7%	-4%
COc1ccc(/C=C/C(=O)NC(C)CCc2ccccc2)cc1OC (configuration not stated)	u	0%	12%	1%	-14%	-1%	-2%	-9%
CC(C)(C)c1ccc(O)c(O)c1	0.89µM*	x	x	x	0%	-11%	-10%	-12%
COc1ccc(NC(=S)NC2CCCCC2)c(OC)c1	0%	-14%	-2%	10%	8%	9%	9%	12%
CCOC(=O)c1c(C)[nH]c(C(=O)OC)c1CCC(=O)OC	7%	0%	-3%	-10%	18%	-4%	2%	-30%
FC(F)(F)c1ccccc1-c1nccc(NCc2ccccc2)n1	5%	x	x	-3%	-12%	13%	1%	5%
Cc1ccccc1NC(=O)N1C2CCCC1CC(NC(=O)C(C)(C)C)C2 (configuration not stated)	-11%	-20%	-4%	0%	19%	12%	17%	-11%
N#C/C(=C\c1c(N2CCOCC2)nc2ccccn2c1=O)C(=O)NC1CCS(=O)(=O)C1 (configuration not stated)	x	u	x	u	x	u	u	0%
CC(C)CCNC(=O)C(=O)NCCC1=CCCCC1	7%	3%	2%	6%	u	-9%	-2%	5%
CCN1C(=C2C(=O)c3ccccc3C2=O)C=Cc2ccccc21	1%	-5%	-10%	-2%	-2%	-16%	-3%	8%
O=C(Nc1nc2cc3c(cc2s1)OCCO3)c1ccncc1	u	12%	-4%	-9%	u	-5%	-9%	29%
O=C(c1cc(-c2ccccn2)nc2ccc(Br)cc12)N1CCN(S(=O)(=O)c2ccccc2)CC1	4%	-4%	-10%	0%	5%	0%	2%	54%[activator]
O=C(Nc1nnc(-c2ccc(F)cc2)s1)Nc1ccccc1F	x	-6%	x	2%	x	1%	9%	9%
Cc1oc(-c2ccccc2)cc1C(=O)NC1CCN(Cc2ccccc2)CC1	-3%	5%	4%[15.4 µM]	2%	x	-8%	9%	-3%
Cc1ccc(S(=O)(=O)NCc2ccc(C(=O)NC3CC3)cc2)cc1	-14%	1%	1%	4%	-5%	-14%	4%	2%
CC(C)[C@H](CO)Nc1nc(Nc2cc(N)cc(Cl)c2)c2ncn(C(C)C)c2n1	u	x	x	u	x	-7%	-7%	0%
Cc1ccc(S(=O)(=O)/C(C#N)=C/c2c(N3CCC(C(N)=O)CC3)nc3c(C)cccn3c2=O)cc1	u	-2%	-6%	1%	-20%	-5%	-4%	75%[activator]
O=C(O)C1=CC(O)[C@@H](O)C(O)C1 (some centres not stated)	20%	x	x	-3%	-2%	15%	5%	1%
Additional records:
SMILES	ALDH1A1 inh	GAA glycogen mod	GAA inh	KDM4E inh	SMN2 splice enh	aGlu spleen mod	aGal spleen mod	GoLoco inh red
Cc1cc(C)cc(N=C2SC(CC(=O)Nc3ccccc3)C(=O)N2CCN2CCOCC2)c1 (configuration not stated)	1%	-6%	-1%	-6%	8%	-11%	-3%	7%
COC(=O)C(=C/C=C/N1CCOCC1)C(=O)OC	x	-10%	x	3%	x	-14%	-9%	-7%
Cc1c(N2C(=O)CS/C2=N\N=C\c2ccc(Br)cc2)c(=O)n(-c2ccccc2)n1C	5%	7%	6%	7%	-8%	-1%	1%	-1%
Cc1ccc(S(=O)(=O)Oc2ccccc2/C=N/NC(N)=S)cc1	11%	-1%	8%	-7%	-13%	0%	7%	8%

In a second layout: three of the compounds above
COC(=O)C(=C/C=C/N1CCOCC1)C(=O)OC
  ALDH1A1 inh: x | GAA glycogen mod: -10% | GAA inh: x | KDM4E inh: 3% | SMN2 splice enh: x | aGlu spleen mod: -14% | aGal spleen mod: -9% | GoLoco inh red: -7%

Cc1c(N2C(=O)CS/C2=N\N=C\c2ccc(Br)cc2)c(=O)n(-c2ccccc2)n1C
  ALDH1A1 inh: 5% | GAA glycogen mod: 7% | GAA inh: 6% | KDM4E inh: 7% | SMN2 splice enh: -8% | aGlu spleen mod: -1% | aGal spleen mod: 1% | GoLoco inh red: -1%

Cc1ccc(S(=O)(=O)Oc2ccccc2/C=N/NC(N)=S)cc1
  ALDH1A1 inh: 11% | GAA glycogen mod: -1% | GAA inh: 8% | KDM4E inh: -7% | SMN2 splice enh: -13% | aGlu spleen mod: 0% | aGal spleen mod: 7% | GoLoco inh red: 8%
